Assay outcomes deposited in PubChem BioAssay by NCI.
NCI-60 one-dose screen, 48 h, at 10 µM unless noted. Numbers give growth in % (100 = growth as untreated, 0 = no growth, -100 = all killed).
OVCAR-5 – OVCAR-5 ovarian cancer | hit rate 2.9% among 82,000 | AID 1794783
NCI-H460 – NCI-H460 lung cancer. hit rate 6.8% among 82,000. AID 1794736
NCI-H322M – NCI-H322M lung cancer; hit rate 2.7% among 80,000; AID 1794733
OVCAR-8 – OVCAR-8 ovarian cancer. hit rate 4.4% among 81,000
OVCAR-3 – OVCAR-3 ovarian cancer; AID 1794787; hit rate 7% among 79,000
NCI-H226 – NCI-H226 lung cancer; hit rate 3.5% among 79,000
NCI-H522 – NCI-H522 lung cancer; hit rate 8% among 78,000
NCI-H23 – NCI-H23 lung cancer | hit rate 4% among 80,000
NCI/ADR-RES – NCI/ADR-RES ovarian cells. hit rate 4.4% among 81,000. AID 1794790
* = called active by the depositor; · = not tested or not shown; & = joins results of further samples. How the source made its calls: active means growth percent below 10; inactive means the rest. An unsorted share of the library. Share with any hit: about 11%.

Order of values: OVCAR-5 | NCI-H460 | NCI-H322M | OVCAR-8 | OVCAR-3 | NCI-H226 | NCI-H522 | NCI-H23 | NCI/ADR-RES
1: CCc1cccc(Sc2cc(C(=O)N3Cc4ccc(OCCN(C)C)cc4C3)ccc2O)c1
  110 | 39 | 63 | 24 | 67 | 89 | 67 | 41 | 50
2: COc1cccc(-c2nc3sccn3c2-c2ccnc(NCCNS(=O)(=O)c3ccccc3)n2)c1
  124 | 62 | 82 | 49 | 68 | 43 | 50 | 66 | 47
3: CC(=O)O[C@]1(C(C)=O)CCC2C3C=C(C)C4=CC(=O)CCC4(C)C3CCC21C (some centres undefined)
  104 | 106 | 100 | 94 | 114 | 74 | 82 | 98 | 87
4: CCCN(C)CC(C)(O)CNc1cc(OC)cc2cccnc12 (centres undefined)
  98 | 103 | 106 | 100 | 104 | 98 | 102 | 90 | 93
5: COc1cc(-c2csc(NC(=O)c3ccc(N4CCOCC4)c(C(F)(F)F)c3)n2)cc(OC)c1OC
  84 | 46 | 70 | 2.2* | 38 | 42 | 14 | 16 | 3.6*
6: O=C1CCCCC1Sc1ccc(Cl)cc1 (centres undefined)
  117 | 97 | 119 | 98 | 121 | 95 | 90 | 96 | 99
7: CCCOC(=O)NCCOS(=O)(=O)c1ccccc1
  96 | 107 | 92 | 101 | 114 | 99 | 95 | 98 | 97
8: CCOC1=C2C=C(c3ccc(F)cc3)C(=O)OC2Oc2ccccc21 (centres undefined)
  88 | 98 | 102 | 98 | 143 | 82 | · | 105 | 105
9: CN1C2C=CC(=O)C1C1C(=O)N(c3ccccc3)C(=O)C12 (centres undefined)
  102 | 81 | 98 | 70 | 47 | 105 | -8.8* | 97 | 93
10: C=C(c1ccc(OC)cc1)C(CC)c1ccc(OC)cc1 (centres undefined)
  100 | 92 | 92 | · | 116 | 96 | · | 91 | 103
11: CN(C)CCNC(=O)c1ccc(-c2nc3ccc4[nH]ncc4c3c3c2COCC3)cc1
  27 | 6.1* | 2.3* | 11 | -6.7* | 9.3* | -46* | -5.8* | 92
12: O=C(Oc1cccc2ccccc12)c1ccccc1
  113 | 111 | · | 108 | 122 | · | 106 | 108 | 102
13: Cn1c2ccccc2c2nn(C(=O)c3ccccc3)c(=O)nc21
  101 | 105 | 100 | 117 | 122 | 96 | 99 | · | 110
14: FC(F)(F)c1ccc(-c2nc(-c3nc4ccc(Cl)cc4[nH]3)c3ccccn23)cc1
  109 | 76 | 77 | 86 | 92 | 87 | 84 | 94 | 89
15: O=C(CN1C(=O)NC(c2ccccc2)(c2ccccc2)C1=O)c1ccc(N2CCOCC2)cc1
  110 | 113 | · | 96 | 92 | 95 | 75 | 93 | 95
16: O=[N+]([O-])c1cccc(-c2ncc(-c3ccc(Cl)cc3Cl)[nH]2)c1
  117 | 84 | 131 | 84 | 60 | 80 | -14* | 104 | 97
17: C/C(=C(\C)c1ccc(N)cc1)c1ccc(N)cc1
  108 | 106 | 102 | 108 | 98 | 94 | 74 | 88 | 96
18: O=C(Cn1nncc1CN1C(=O)CSC1=O)Nc1ccc(O)cc1
  111 | 103 | 105 | 100 | 106 | 94 | 96 | 97 | 105
19: CCN(CC)CCOC(=O)C1(CCC(C)C)CCCCC1
  110 | · | 101 | 102 | 113 | 109 | 79 | 106 | 101
20: COCOc1ccc(/C=C/C(=O)NC(Cc2ccccc2)C(=O)C(=O)NCc2ccccc2)cc1OCOC (centres undefined)
  105 | 103 | 100 | 92 | 103 | 102 | 91 | 93 | 100
21: C#C[C@]1(O)CC[C@H]2[C@@H]3CC=C4c5sc(Nc6cc(OC)ccc6OC)nc5CC[C@]4(C)[C@H]3CC[C@@]21C
  57 | 27 | 62 | 40 | 59 | 60 | 64 | 34 | 56
22: CC(=O)Nc1ccc(F)cc1
  106 | 99 | 105 | 113 | 100 | 94 | 103 | 97 | 99
23: O=C(c1nc2ccccc2[nH]1)C1C(c2ccc(F)cc2)C2CSCN2[C@@]12C(=O)Nc1ccccc12 (some centres undefined)
  100 | 89 | 90 | 95 | 101 | · | 79 | 98 | 99
24: O/N=C(/CSc1n[nH]c(-c2ccncc2)n1)c1ccc(Cl)cc1
  100 | 112 | 101 | 106 | 116 | 100 | 91 | 102 | 102
25: CC[C@H](CC[C@@H](C)[C@H]1CC[C@H]2[C@@H]3CC[C@@H]4/C(=C\c5ccco5)C(=O)/C(=C\c5ccco5)C[C@]4(C)[C@H]3CC[C@]12C)C(C)C
  101 | 101 | 104 | 101 | 109 | 104 | 99 | 104 | 107
26: COC(=O)CC(=O)c1cccc([N+](=O)[O-])c1
  99 | 107 | 105 | 105 | 108 | 103 | 101 | 98 | 101
27: COc1ccc(-c2nc(-c3ccccc3O)cn3ccnc23)cc1
  110 | 92 | 102 | 83 | 94 | 78 | 73 | 82 | 68
28: CCCCCCCCCCC(O)CCCCCCCCCC
  111 | 101 | 98 | 103 | 111 | 101 | · | 113 | 103
29: CC(C)C(=O)Nc1ncc(C(=O)NCCN(Cc2ccccc2)C(=O)c2ccc(S(=O)(=O)Nc3ccccc3)cc2)s1
  98 | 100 | 99 | 102 | 106 | 98 | 84 | 97 | 101
30: CN(C(=O)Nc1ccccc1)c1ccccc1
  110 | 111 | 106 | 102 | 98 | 97 | 113 | 109 | 110

New compounds follow.
Key to letters: A = OVCAR-5; B = NCI-H460; C = NCI-H322M; D = OVCAR-8; E = OVCAR-3; F = NCI-H226; G = NCI-H522; H = NCI-H23; I = NCI/ADR-RES
31	COc1ccccc1-c1ccc2c(C)nc3oc(-c4cc(OC)c(OC)c(OC)c4)nc3c2n1
  A: 96	B: 104	C: 99	D: 105	E: 103	F: 99	G: 79	H: 87	I: 83

32	O=C(Cn1cc(C2CC2)nn1)Nc1nc(-c2ccc(Br)cc2)cs1
  A: 108	B: 120	C: 100	D: 98	E: 120	F: 92	G: 83	H: 97	I: 101

33	Cc1nc2ccccc2n1C(=O)CN1CCOCC1
  A: 103	B: 103	C: 101	D: 106	E: 117	F: 102	G: 89	H: 102	I: 100

34	O=C(NNc1ccccc1)c1ccccn1
  A: 82	B: 100	C: 95	D: 96	E: 84	F: 88	G: 71	H: 95	I: 92

35	COc1nc2ccc(C)cc2cc1-c1nc2c(cnn2-c2ccccc2)c(=O)[nH]1
  A: 94	B: 80	C: 96	D: 94	E: 50	F: 92	G: 56	H: 81	I: 74

36	CCCCCCCCCCOC(=O)Nc1cccc2ccccc12
  A: 106	B: 110	C: 110	D: 106	E: 114	F: 97	G: 90	H: 97	I: 98

37	Cc1cc(C)nc(SCC(=O)O)n1
  A: 106	B: 105	C: 113	D: 111	E: 107	F: 100	G: 131	H: 100	I: 104

38	COc1ccc(NC(=O)c2sc3nc(C)c(C(=O)c4ccccc4)cc3c2N)cc1
  A: 83	B: 61	C: 65	D: 101	E: 103	F: 97	G: 81	H: 96	I: 108

39	O=C(NNc1nc2ccccc2nc1/C=C/c1ccc([N+](=O)[O-])cc1)Nc1cccc(Cl)c1
  A: 76	B: 63	C: 61	D: 56	E: 68	F: 77	G: 44	H: ·	I: 85

40	O=C(Cn1cc(-c2ccccc2)nn1)Nc1nc(-c2ccc(Cl)cc2)cs1
  A: 104	B: 109	C: 100	D: 101	E: 123	F: 106	G: 88	H: 98	I: 102

41	Cc1nn(-c2ccccc2)c2ncn(CC(=O)N/N=C/c3ccccc3O)c(=O)c12
  A: 63	B: 18	C: 39	D: 20	E: 18	F: 48	G: 21	H: 41	I: 23

42	C/C(=C\c1ccccc1)C(O)C(=O)c1nc2ccc([N+](=O)[O-])cc2[nH]c1=O (centres undefined)
  A: 96	B: 95	C: 90	D: 97	E: 113	F: 88	G: 48	H: 104	I: 88

43	CCOC(=O)c1cc(C(=O)c2cc(OC)c(OC)c(OC)c2)n2c1ccc1c3ccccc3ccc12
  A: 113	B: 104	C: 103	D: 98	E: 107	F: 99	G: 93	H: 99	I: 106

44	CCN(CC)CCSC(=O)C(c1ccccc1)C1CCCC1 (centres undefined)
  A: 98	B: 103	C: 98	D: 102	E: 95	F: 107	G: 93	H: 97	I: 91

45	CN=C(N)NCCC[C@H](N)C(=O)O
  A: 106	B: 105	C: 98	D: 98	E: 106	F: 93	G: 115	H: 112	I: 105

46	Cn1cc(-c2cc3nc(-c4c[nH]c5ccccc45)cc(N)n3n2)c2ccccc21
  A: -39*	B: -76*	C: 19	D: -74*	E: -76*	F: 5.2*	G: -66*	H: -57*	I: -38*

47	CCCCNC(=O)NS(=O)(=O)c1ccc(N2N=C(c3ccc(C)cc3C)CC2c2ccc(Cl)cc2)cc1 (centres undefined)
  A: 100	B: 49	C: 97	D: 67	E: 83	F: 85	G: 81	H: 73	I: 65

48	COc1cc(-c2nn(C(=O)NS(=O)(=O)c3ccc4ccccc4c3)cc2-c2ccncc2)ccc1Cl
  A: 93	B: 109	C: 94	D: 30	E: 104	F: 78	G: 72	H: 95	I: 89

49	O=C1C2C3C=CC(C3)C2C(=O)C2C3C=CC(C3)C12 (centres undefined)
  A: 112&107	B: 111&111	C: 114&111	D: 112&115	E: 107&115	F: 107&108	G: 100&95	H: 108&112	I: 109&107

50	O=C(Nc1ccccc1)Nc1ccc(OCc2ccc(Cl)cc2)cc1
  A: 99	B: 73	C: 83	D: 80	E: 110	F: 91	G: 82	H: ·	I: 82

51	C/C(Cc1ccc(Cl)cc1)=C(\c1ccc(OCCN2CCCCCC2)cc1)c1ccc(OC(=O)c2ccccc2)cc1
  A: 69	B: 3.3*	C: 70	D: 34	E: 59	F: 86	G: 62	H: 47	I: 47

52	O=C1CC(C(F)(F)F)Cc2nc3ccc(Br)cc3cc21 (centres undefined)
  A: 87	B: 88	C: 78	D: 96	E: 94	F: 88	G: 85	H: 83	I: 95

53	COC(=O)COC(=O)c1cc([N+](=O)[O-])cc([N+](=O)[O-])c1
  A: 105	B: 103	C: 99	D: 99	E: 110	F: ·	G: 84	H: 101	I: 104

54	O=C(Nc1ccc(Cl)c(Cl)c1)c1ccc(Nc2ccc(Cl)nn2)cc1
  A: 108	B: 102	C: 109	D: 109	E: 110	F: 112	G: 100	H: 100	I: 106

55	COc1ccc(C2=C3CCCCC3=NC3=CC=CCN32)cc1
  A: 98	B: 111	C: 98	D: 98	E: 109	F: 99	G: 80	H: 96	I: 103

56	NS(=O)(=O)c1ccc(CCN2C(=O)C3C(C2=O)C2(Cl)C(Cl)=C(Cl)C3(Cl)C2(Cl)Cl)cc1 (centres undefined)
  A: 98	B: 104	C: 104	D: 107	E: 108	F: 101	G: 91	H: 93	I: 99
